# NCI-60 one-dose screen, 48 h, at 10 µM unless noted. Numbers give growth in % (100 = growth as untreated, 0 = no growth, -100 = all killed).
# MCF7: MCF7 breast cancer; 6.3% of 82,000 active
# BT-549: BT-549 breast cancer. 4.4% of 78,000 active
# MDA-MB-231: MDA-MB-231 breast cancer | 5% of 81,000 active | AID 1794789
# SR: SR leukemia cells. 8.7% of 73,000 active. AID 1794780
# HS 578T: HS 578T breast cancer; 4.1% of 78,000 active
# T-47D: T-47D breast cancer. 5% of 79,000 active
# MDA-MB-468: MDA-MB-468 breast cancer; 8.5% of 78,000 active; AID 2202374
# K-562: K-562 leukemia; 7.4% of 78,000 active
# Numbers without * were called inactive; / = not tested or not shown; & = joins results of further samples; [ ] = remark or other dose. The calls were made as follows: active = growth percent below 10; inactive = the rest. Only part of the results is shown, so the mix of outcomes need not match the whole.
structure,MCF7,BT-549,MDA-MB-231,SR,HS 578T,T-47D,MDA-MB-468,K-562
C#Cc1ccc2c(c1)C(c1ccccc1)=NCC(=O)N2C,18.4,45.2,50.8,38.3,56.4,51.6,20.8,15.6
CCCOC(=O)N[C@H]1CCc2c(Br)c(OC)c(OC)c(OC)c2-c2ccc(SC)c(=O)cc21,10.0,2.5*,-13.4*,3.3*,1.1*,51.5,-14.2*,10.1
Clc1cc(N2CC2)nc(N2CC2)n1,34.2,71.8,88.1,34.7,114.8,87.3,9.7*,69.0
CC(=O)C(c1c(O)c2ccccc2oc1=O)c1cc(=O)oc2cc(C)ccc12 (stereo not given),99.4,88.6,91.4,89.6,85.6,93.7,99.2,101.0
O=C1NC(=O)C(=Cc2ccc(OCC(=O)N3CCOCC3)cc2)C(=O)N1,105.1,104.0,114.0,101.8,98.4,102.9,111.2,102.2
c1ccc2c(c1)oc1ccccc12,94.0,115.8,/,86.5,103.1,/,104.3,99.9
CC(C)(C)c1ccc(OP(=O)(Oc2ccc(C(C)(C)C)cc2)Oc2ccc(C(C)(C)C)cc2)cc1,92.3,98.6,84.1,92.4,94.4,88.8,101.9,110.5
O=C(OCCOc1ccccc1)C(Cl)(Cl)Cl,113.6,102.4,112.1,118.1,133.6,99.2,104.3,115.8
O=C1OC(c2cccnc2)=N/C1=C\c1cccnc1,96.5,93.7,108.2,87.4,86.8,94.3,79.9,107.1
CC1CN2C(=O)C1(c1ccccc1)C(=O)NC2=S (stereo not given),96.8,100.7,118.8,92.4,106.0,95.4,99.3,95.4
O=C(CC1(O)C(=O)N(Cc2ccccc2)c2ccc(F)cc21)c1ccc(C(=O)NCC2CCC3(CC2)OOC2(CCCCC2)OO3)cc1 (stereo not given),7.6*,-19.7*,-74.0*,-44.8*,-9.8*,-53.9*,-41.8*,-42.7*
CNC(Cc1ccccc1)c1ccco1 (stereo not given),93.1,76.0,107.5,114.9,107.7,86.7,71.0,113.9
CN(C(=O)CCl)c1ccccc1,103.6,110.1,99.4,101.2,109.5,98.8,112.8,106.1
Cc1ncc(CNC(=O)N(CCCl)N=O)c(N)n1,/,109.3,107.3,/,119.2,106.5,98.6,93.5
O=S(=O)(C(Cl)(Cl)Cl)C(Cl)(Cl)Cl,95.2,93.2,112.2,104.6,108.1,98.5,101.6,98.6
CCCC1(C(=O)OCC)CCOC1=O (stereo not given),92.2,104.0,101.5,86.2,125.4,99.4,98.5,98.1
CN(CCF)/N=N/c1nc[nH]c1C(N)=O,36.2,85.8,39.5,22.3,93.1,57.3,26.7,22.2
CC(Cc1ccc(O)cc1)NCC(O)c1cc(O)cc(O)c1 (stereo not given),106.5,95.4,89.2,107.4,103.6,107.8,92.9,104.5
O=C(/C=C/c1ccc(OC(F)(F)F)cc1)c1nc2ccccc2n1Cc1ccc(Br)cc1,52.8,77.9,/,41.4,/,70.2,97.8,74.1
COc1ccc2c(c1)NC1=C(C(=O)OC1)C2c1cc(OC)c(OC)c(OC)c1 (stereo not given),9.1*,7.1*,6.1*,5.7*,31.0,25.1,-16.3*,7.3*
CC(=O)Nc1ccc(/C=C/c2ccc(N=C=S)cc2S(=O)(=O)O)c(S(=O)(=O)O)c1,94.7,99.7,102.7,97.8,115.2,95.8,103.1,106.8
C(#CCN1CCCCC1)CN1CCCCC1,92.1,99.7,90.8,/,111.6,102.0,89.7,115.8
CCOC(=O)c1ccccc1C(=O)OCC,97.8,95.6,93.3,127.7,95.5,100.2,81.0,/
O=c1c2ccccc2nc(-c2ccccc2Cl)n1-c1nnc(C(F)(F)F)s1,21.4,22.3,52.3,-6.7*,26.7,43.5,19.7,11.4
N[C@@H](CCC(=O)CBr)C(=O)O,100.1[20 µM],114.5[20 µM],98.1[20 µM],/,117.3[20 µM],99.7[20 µM],100.7[20 µM],104.9[20 µM]
O=P(N1CCOCC1)(N1CCOCC1)N1CCOCC1,99.0,103.9,117.8,86.9,120.4,109.8,126.9,92.1
C[C@]12C[C@H](O)[C@H]3[C@@H](CCC4=CC(=O)CC[C@@]43C)[C@@H]1CC[C@@H]2O,102.8,104.1,102.7,97.4,104.6,105.4,99.7,103.9
O=C1NC(=S)NC(=O)C1=C/C=C/c1ccccc1,97.5,113.1,100.3,/,100.7,94.8,104.2,95.1
CN(C)C(Cc1ccccc1)c1ccccc1 (stereo not given),103.8,111.0,108.4,87.9,113.2,75.4,94.6,109.8
COc1cc(C2=NN(C(C)=O)C(c3sc(N(CCCl)CCCl)nc3Cl)C2)cc(OC)c1OC (stereo not given),101.5,103.7,82.3,85.2,85.6,82.4,98.0,83.2
Fc1ccc(C2=NN(c3cc(Cl)cc(Cl)c3)C(c3sc(N(CCCl)CCCl)nc3Cl)C2)cc1 (stereo not given),101.8,95.0,92.4,85.8,86.2,78.5,102.5,76.3
CNP1(NC)=NP(NC)(NC)=NP(NC)(NC)=N1,99.5,90.2,112.2,82.6,93.1,77.2,111.6,89.6
COC(=O)C(Cl)(Cl)Cl,96.1,104.8,112.5,93.1,102.1,99.0,95.2,101.8
CCNc1nc2c(s1)C1=CC[C@@H]3[C@H](CC[C@]4(C)C(=O)CC[C@@H]34)[C@@]1(C)CC2,100.0,89.8,107.5,123.8,102.1,102.0,101.2,102.0
O=[N+]([O-])c1ccc(CBr)cc1,103.1,109.2,108.5,102.5,102.2,101.3,115.2,96.3
C[CH2][Sn]([Cl])([Cl])[CH2]C.Oc1ccccc1C=NCCN=Cc1ccccc1O,131.1,117.4,106.6,103.2,100.5,90.0,103.1,84.2
CCOP(=O)(OCC)/C(C#N)=C/c1ccc(Br)cc1,92.0,/,106.3,/,100.5,90.8,100.7,/
Cc1cc(N(CCCl)CCCl)ccc1C=Nc1ccc2ccccc2c1,40.0,86.1,92.0,46.2,/,5.3*,-9.8*,80.7
COc1cc([C@@H]2c3cc4c(cc3[C@H](OC(C)=O)[C@H]3COC(=O)[C@@H]23)OCO4)cc(OC)c1OC,13.5,8.8*,8.4*,15.6,7.1*,99.2,-40.2*,11.2
CN1C(=O)C(=Cc2coc3ccccc3c2=O)C(=O)N(C)C1=O,/,87.9,96.5,72.9,96.4,/,104.3,105.3
O=S(=O)(O)c1ccc(-c2ccc([As](=O)(O)O)cc2)cc1,102.8,106.4,103.8,101.4,109.9,89.5,105.0,101.1
O=C1NC(=S)S/C1=C\c1ccc(N(CCCl)CCCl)cc1,97.6,96.7,95.3,91.9,97.6,88.6,95.3,98.6
Nc1nn[nH]n1,101.3&90.5,111.2,103.8&95.2,88.5&96.1,109.3&104.3,90.4&103.1,104.6&92.4,100.0&113.7
Nc1c(F)cc(-c2nc3cc(F)ccc3[se]2)cc1Br,2.1*,43.0,17.8,15.7,96.6,-9.6*,-35.4*,98.5
C=CCc1cc(-c2cc(CC=C)c(O)c(CNCCCl)c2)cc(CNCCCl)c1O,107.7,112.7,74.9,/,90.1,87.7,92.3,90.6
Cc1cc(C(C)(C)c2ccc(O)c(C)c2)ccc1O,119.3,107.6,80.5,92.2,89.2,81.3,87.8,80.8
OCCCN1CCN(c2ccccc2Cl)CC1,93.4,123.0,104.3,100.6,103.5,95.3,/,84.9
Cn1c(N)nc(N)nc1=N,102.3,113.5,103.1,80.5,/,96.2,96.6,84.0
S=c1nc2[se]c3c(c2c(Nc2ccccc2)[nH]1)CCCCC3,84.9,121.4,92.5,106.8,94.2,84.7,96.6,94.7
CC1CCN(C(CC(=O)c2ccccc2)C(=O)c2ccccc2)CC1 (stereo not given),90.0,/,128.8,80.4,/,93.8,104.9,68.8
O=C(NCCCOc1ccc([N+](=O)[O-])cc1Cl)Nc1ccc(S(=O)(=O)F)cc1,87.3,88.5,99.5,71.9,/,63.6,80.7,81.7
NCC(CC(=O)O)c1ccc(Cl)cc1 (stereo not given),96.7,/,114.6,95.2,112.4,103.6,112.8,96.6
OCCCCCNC1CCCCC1,103.3,104.9,114.1,89.7,/,95.4,97.6,94.0
Cc1ccc2c(c1N)C(=O)c1ccccc1C2=O,84.0,86.4,84.9,114.2,97.1,86.8,103.7,105.7
CC1=C2[C@H]3OC(=O)[C@@H](C)[C@@H]3CC[C@@]2(C)C=CC1=O,103.2,/,112.0,114.2,108.0,108.6,93.4,110.4
CC(=O)Nc1cccc([As](=O)(c2cccc(NC(C)=O)c2)c2cccc(NC(C)=O)c2)c1,94.7,88.1,106.6,103.1,96.9,89.7,94.5,101.7
CC(=O)C1CCC2C3CC=C4CC(OC(=O)Cc5ccc(N(CCCl)CCCl)cc5)CCC4(C)C3CCC12C (stereo not given),106.1,92.0,112.3,52.7,126.1,105.5,94.7,/
CC1=C2[C@@H](CC1)[C@]1(C)O[C@@](C(C)C)(C[C@H]1O)[C@H]2OC(=O)C1CC1c1ccccc1 (stereo not given in full),92.2,81.4,78.2,92.4,95.5,53.4,94.6,84.6
CC[C@H](C)[C@H](NC(=O)[C@H]1CCCCN1C)C(=O)N(C)[C@H](C(=O)NC12C3C4C1C1C2C3C41C(=O)N[C@@H](Cc1ccccc1)C[C@H](C)C(=O)OC)C(C)C (stereo not given in full),87.7,96.7,106.9,110.4,105.4,77.0,83.2,103.4
COc1ccc2c(c1OC)C(=O)O[C@@H]2[C@H]1c2cc3c(cc2CCN1C)OCO3,100.9&95.7,101.2&92.9,98.3&97.1,103.2&99.7,106.8,98.9&93.4,101.5,105.0&100.8

# More results
structure,MCF7,BT-549,MDA-MB-231,SR,HS 578T,T-47D,MDA-MB-468,K-562
C/C(CCl)=N\NC1=NC(C)(CCl)P(=O)(NNc2ncccn2)S1 (stereo not given),93.8,111.4,99.4,104.1,120.6,97.2,100.9,109.7
Cc1ccc(S(=O)(=O)F)cc1C(=O)O,111.2,111.5,107.3,103.5,112.3,91.6,92.5,108.8
CC(C)(C)NCC(O)c1cc(Cl)c(N)c(Cl)c1 (stereo not given),/,101.7,87.3,/,113.2,110.4,100.5,106.6
CNC(Cc1ccccc1)c1ccc(N(C)C)cc1 (stereo not given),87.7,94.6,88.6,109.1,85.3,111.0,93.9,113.8
COc1cc2cc(C(=O)N3C[C@@H](CCl)c4c3cc(OC(=O)N3CCN(C)[C@@H]5CSSC[C@@H]53)c3ccccc43)[nH]c2c(OC)c1OC,-8.9*,-82.6*,-43.2*,18.9,-25.5*,-5.7*,-80.0*,10.1
O=C1CC(N2CC2)C(=O)N1c1ccccc1 (stereo not given),101.2,106.2,118.6,68.1,114.6,102.6,103.0,101.1
Cc1ccc2c(c1)Cc1c(C(=O)NN3CCCCC3)nn(-c3ccc(Cl)cc3Cl)c1-2,46.2,86.9,70.4,72.0,87.0,52.7,86.8,57.3
CC1=C[C@H]2O[C@@H]3C[C@H]4OC(=O)/C=C\C=C\[C@H]([C@@H](C)O)OCC/C(C)=C/C(=O)OC[C@@]2(CC1)[C@]4(C)[C@]31CO1,-10.6*,-28.6*,-29.6*,-9.9*,-9.5*,-20.0*,-63.8*,-6.8*
Cc1nc2ccccc2c(=O)n1-c1ccccc1F,93.9,104.6,107.2,108.2,100.5,79.1,104.7,104.0
O=C(Nc1ccc(S(=O)(=O)F)cc1)Oc1ccc([N+](=O)[O-])cc1,99.9,96.7,111.8,/,94.5,101.7,107.9,112.6
CC(=O)c1cc2c(cc1O)C(C)(C)CCC2(C)C,87.7,108.8,/,95.4,104.8,80.6,108.0,93.5
COc1ccc([N+](=O)[O-])cc1,102.3,110.6,96.8,106.6,110.4,108.4,105.5,100.5
[O-][n+]1ccccc1S,25.3,93.5,58.7,7.5*,64.0,53.4,85.2,31.2
CC(C)C[C@H](NC(=O)CN1C(=O)CN=C(c2ccccc2)c2ccccc21)B(O)O,94.0,106.1,105.3,95.1,109.4,98.7,92.2,89.4
COS(=O)(=O)c1ccc(C)cc1,104.2,/,95.3,108.6,83.7,/,122.9,103.9
Brc1ccc(Oc2ccc(Br)cc2Br)c(Br)c1,91.1,96.4,91.6,98.6,98.0,74.5,110.2,84.3
COC1CC2C=C(C)/C=C/C=C/C(=O)NC(c3ccccc3)C/C=C/CCC(O)CC(=O)C2=C1O (stereo not given),-68.8*,-98.0*,-74.8*,2.9*,-51.4*,-65.5*,-50.7*,-52.2*
NC(N)=NCCCOc1ccccc1,95.1&101.0,103.3&103.7,93.1&99.0,97.2&88.7,117.2&112.4,108.4&100.9,87.9&87.1,97.2&87.6
O=S(OO)c1cc(Cl)c(O)c(Cl)c1 (stereo not given),78.6,89.1,110.4,95.1,103.8,87.6,112.2,107.4
Cc1ccc(C2CN(C)CCC2(O)c2ccc(C)cc2)cc1 (stereo not given),69.3,107.9,109.3,/,104.4,94.5,94.8,106.6
CCOP(=O)(OCC)/C(C)=N/O,97.1,100.8,118.9,89.0,97.5,127.1,99.3,103.7
O=C(/C=C/c1sc(N(CCCl)CCCl)nc1Cl)c1ccccc1,35.0,88.2,89.1,86.1,86.5,69.6,86.5,84.0

# A different layout for some results above:
# Results follow in this order: MCF7, BT-549, MDA-MB-231, SR, HS 578T, T-47D, MDA-MB-468, K-562
> COC1CC2C=C(C)/C=C/C=C/C(=O)NC(c3ccccc3)C/C=C/CCC(O)CC(=O)C2=C1O (stereo not given)
    -68.8*, -98.0*, -74.8*, 2.9*, -51.4*, -65.5*, -50.7*, -52.2*
> NC(N)=NCCCOc1ccccc1
    95.1&101.0, 103.3&103.7, 93.1&99.0, 97.2&88.7, 117.2&112.4, 108.4&100.9, 87.9&87.1, 97.2&87.6
> O=S(OO)c1cc(Cl)c(O)c(Cl)c1 (stereo not given)
    78.6, 89.1, 110.4, 95.1, 103.8, 87.6, 112.2, 107.4
